# High-throughput results from PubChem.
# HTRA1 inh – HTRA1 serine protease inhibitors, primary screen, biochemical, fluorescence polarization, HTS. Q92743. inhibition, % at 5.96 µM. recombinant HTRA1, FP-rhodamine activity-based probe. AID 504803, 2011. hit rate 0.5% among 340,000; in the data active = inhibition above about 36%;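 also: 0% = enzyme with DMSO and 100% = wells lacking enzyme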
# LEDGF integ inh – blockers of LEDGF/p75-dependent integrase strand transfer – biochemical, TR-FRET, high throughput, primary screen; HIV-1 integrase (with human LEDGF/p75); TR-FRET IN-LEDGF/p75 DNA integration, Eu/Cy5; inhibition, % at 3.7 µM; hit rate 0.64% among 370,000; AID 743269, 2014;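 active = inhibition above the screen-wide mean plus 3 SD, cut at about 13% in these data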;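 also: signal is the Cy5 over europium emission ratio at 671 and 618 nm; 0% = plate median of compound wells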
# TCR-CD3 inh – inhibitors of human TCR-CD3 interaction, primary screen, biochemical, fluorescence, TAMRA-labeled TCR probe. T-cell receptor (TCR). inhibition, % at 9.4 µM. hit rate 0.37% among 360,000; in the data active = inhibition above about 19%;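 also: recombinant mutant TCR 2C K166C tagged with TAMRA read by polarization; 0% = receptor in buffer alone and 100% = receptor with positive control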
# Rev-erbA mod – modulators of Rev-erb alpha DNA binding, primary screen, biochemical, FITC-DNA, fluorescence polarization, uHTS; Rev-erbα–FITC-DNA binding, 90 min; activity, % at 10 µM; hit rate 0.79% among 370,000; AID 1259318, 2017;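 active = activity above about 14%, limit read from the data; passing the limit was not always enough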;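 also: 0% = DMSO wells with 35 nM protein and 100% = DMSO wells with 750 nM protein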
# Target sequence (P20393 whole entry, looked up): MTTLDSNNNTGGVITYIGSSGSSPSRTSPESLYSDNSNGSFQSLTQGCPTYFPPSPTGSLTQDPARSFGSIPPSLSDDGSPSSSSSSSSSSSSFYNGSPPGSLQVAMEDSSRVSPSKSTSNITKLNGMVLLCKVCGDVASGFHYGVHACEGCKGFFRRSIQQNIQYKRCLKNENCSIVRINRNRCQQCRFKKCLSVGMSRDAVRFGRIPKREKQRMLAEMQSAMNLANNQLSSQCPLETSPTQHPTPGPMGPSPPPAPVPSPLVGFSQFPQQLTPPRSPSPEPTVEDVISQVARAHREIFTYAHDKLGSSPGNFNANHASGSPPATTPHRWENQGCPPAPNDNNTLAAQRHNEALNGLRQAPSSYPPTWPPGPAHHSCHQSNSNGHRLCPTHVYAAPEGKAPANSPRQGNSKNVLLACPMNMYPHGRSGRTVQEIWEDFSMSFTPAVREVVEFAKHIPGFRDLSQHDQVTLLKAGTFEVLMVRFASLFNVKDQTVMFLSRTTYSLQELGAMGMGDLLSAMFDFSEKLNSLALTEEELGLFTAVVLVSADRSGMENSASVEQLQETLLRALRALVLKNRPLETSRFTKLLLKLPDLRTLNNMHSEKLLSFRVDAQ
# ABHD4 inh – ABHD4 inhibitors, primary screen, biochemical, fluorescence polarization, mouse | hit rate 0.54% among 370,000 | inhibition, % at 8.92 µM | purified mABHD4, FP-Rh probe fluorescence polarization | (Lyso)-N-acylphosphatidylethanolamine lipase (Mus musculus), Q8VD66;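 active = inhibition exceeding the mean over every tested compound plus 3 SD, cut at about 30% in these data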;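 also: 0% = plate median of compound wells and 100% = S159A mutant with DMSO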
#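 Doses – 8.92 µM, single dose · Material – wild-type mouse ABHD4 protein · Replication – single well per compound (singlicate) · Measure – percent inhibition of probe binding, normalized to plate controls · Schedule – 45 min compound pre-incubation plus 60 min probe step, 25 °C · Detection – fluorescence polarization with parallel and perpendicular emission, 525/598 nm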
# MBD2 inh – inhibitors of MBD2 binding to methylated DNA, primary screen, biochemical, TR-FRET, DNA-binding domain, human. hit rate 0.31% among 370,000. Methyl-CpG-binding domain protein 2 (Homo sapiens), Q9UBB5. inhibition, % at 4.4 µM. MBD2 binding to methylated oligonucleotide. AID 686964, 2013; in the data active = inhibition above about 13%
# Target sequence (Q9UBB5 whole entry, looked up, the tested form may be a part): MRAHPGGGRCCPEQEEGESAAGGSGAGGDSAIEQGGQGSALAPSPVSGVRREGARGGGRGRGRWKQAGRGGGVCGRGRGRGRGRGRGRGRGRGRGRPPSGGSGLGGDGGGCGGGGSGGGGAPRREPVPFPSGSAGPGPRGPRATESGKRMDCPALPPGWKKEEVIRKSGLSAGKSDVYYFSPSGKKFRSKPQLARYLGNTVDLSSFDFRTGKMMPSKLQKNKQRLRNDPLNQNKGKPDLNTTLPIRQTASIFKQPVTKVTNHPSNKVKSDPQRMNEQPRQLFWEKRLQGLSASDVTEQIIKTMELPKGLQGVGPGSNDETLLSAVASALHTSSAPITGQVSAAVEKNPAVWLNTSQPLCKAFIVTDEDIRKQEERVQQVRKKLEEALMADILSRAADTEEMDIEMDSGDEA
# UHRF1 binding – UHRF1 methylated DNA binding inhibitors, primary screen, counter-screen for MBD2 inhibitor project, biochemical, TR-FRET, human UHRF1, single concentration; hit rate 0.75% among 370,000; inhibition, % at 4.4 µM; UHRF1 binding to methylated oligo; AID 687016, 2013; in the data active = inhibition above about 21%;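 also: UHRF1 SRA domain binding a hemimethylated CpG hairpin DNA probe; 0% = median of test compound wells and 100% = reference inhibitor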
# PRMT1 inh – PRMT1 methyltransferase inhibitors, primary screen, biochemical, fluorescence polarization. Protein arginine N-methyltransferase 1 (Homo sapiens), Q99873. recombinant PRMT1, activity-based probe fluorescence polarization. inhibition, % at 2.79 µM. hit rate 1.3% among 370,000;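 active = inhibition above about 21% made by adding two undisclosed values, limit read from the data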
# PG9 Ab binder – binders of HIV-1 gp120 antibody PG9, primary screen, biochemical, TR-FRET | TR-FRET gp120-PG9 antibody binding | inhibition, % at 6.7 µM | AID 624416, 2012 | hit rate 0.43% among 360,000 | HIV-1 gp120 / PG9 antibody interaction; in the data active = inhibition above about 8.5%
# rCAG RNA binder – binders of r(CAG) RNA repeats, primary screen, biochemical, fluorescence. r(CAG) RNA repeat, TO-PRO-1 dye displacement fluorescence. inhibition, % at 3 µM. hit rate 1.3% among 370,000;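 active = inhibition above the plate cutoff, the mean of all test compounds on that plate plus 3 SD, cut at about 35% in these data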;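 also: 0% = DMSO alone and 100% = 100 µM mitoxantrone as full dye displacement; higher means more dye released from RNA so lower well fluorescence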
# * = called active by the depositor; · = not tested or not shown.
structure,HTRA1 inh,LEDGF integ inh,TCR-CD3 inh,Rev-erbA mod,ABHD4 inh,MBD2 inh,UHRF1 binding,PRMT1 inh,PG9 Ab binder,rCAG RNA binder
Cc1ccc2cc3c(N)c(C(=O)Nc4c(C)[nH]c(=O)[nH]c4=O)sc3nc2c1,0,0,-2,6,1,-8,-4,31*,-13,12
CC1=C(C)C(OCCCl)N(c2cc(O)c(Cl)cc2F)C1=O (stereo unspecified),-4,1,-6,8,2,-2,-1,0,-0.1,-3
COc1cc(NC(=O)C(=O)NCCN(C)C)c(OC)cc1Cl,10,-5,3,-4,-2,6,1,1,-0.8,1
O=C(CCN1C(=O)C2CC=CCC2C1=O)Nc1cccc(S(=O)(=O)N2CCCCC2)c1 (stereo unspecified),3,0,7,-3,5,2,0,-10,-0.6,1
O=C(CCNS(=O)(=O)c1ccc(Cl)cc1)N1CCCCCC1,-2,5,-1,-2,4,-2,3,-2,-1.5,-6
Nc1cc(Cl)ccc1Oc1ccc2ccccc2c1,0,4,-2,1,-22,-1,0,-4,-0.2,4
O=C1NC(=S)S/C1=C\c1cc2ccccc2nc1N1CCCCC1,-13,2,7,3,-18,4,78*,0,1.7,37*
CN1C(=O)[C@H]2[C@@H](/C=C/c3ccccc3)N3C(=O)CN(CC4CC4)C(=O)[C@@]3(C)[C@H]2C1=O,-5,8,3,-2,-8,4,0,0,-0.6,-4
O=C(N=c1ccn(-c2nc3ccccc3nc2NS(=O)(=O)c2ccccc2)cc1)c1ccccc1Cl,2,0,-2,7,-4,-3,2,17,-0.1,-4
N#C/C(=C\c1c(N2CCC(C(N)=O)CC2)nc2ccccn2c1=O)C(=O)NC1CCCCC1,4,2,2,-5,4,-8,-6,-1,-2.4,-1
N#Cc1c(-c2ccccc2)oc(=O)c2ccccc12,-1,3,-3,20*,-8,-3,-3,-5,-0.1,1
O=C(OCc1cccc([N+](=O)[O-])c1)c1cccnc1Cl,-6,-5,0,3,-1,1,1,0,0.7,5
Cc1ccc(S(=O)(=O)NCCCCCC(=O)Nc2ccccn2)cc1,0,-3,-9,-2,5,3,0,4,0.9,1
NNC(=O)c1csc(CS(=O)(=O)c2ccc(Cl)cc2)n1,·,-1,-3,3,7,-3,-3,1,-1.7,1
O=C(Nc1nc(-c2ccccc2)ns1)c1ccncc1,8,4,7,-2,2,1,1,3,-3.3,-1
CCCCN(C)CCNS(=O)(=O)c1ccc2c(c1)n(C)c(=O)c(=O)n2C,-2,3,1,6,0,-2,1,-2,0.2,2
CC(C)(C)OC(=O)C[C@@H]1C/C=C\C[C@@H](CC(=O)NCCO)C(=O)N[C@H](C(C)(C)C)COC1=O,4,2,-1,4,10,1,5,-1,-0.4,-7
O=C(Cn1cnc2c(nnn2-c2ccccc2)c1=O)NCc1ccc(F)cc1,1,15*,12,-5,-3,7,32*,-2,3.0,14
CCc1cccc(NS(=O)(=O)c2ccc(-n3cccn3)cc2)c1,-9,-1,7,-2,-1,-4,0,1,0.4,2
O=C(CC12CC3CC(CC(C3)C1)C2)N1CCCOC1,-3,1,1,1,-2,5,1,3,0.7,-7

# Three compounds from above, sorted by their value in MBD2 inh, ascending:
canonical_smiles,MBD2 inh
Cc1ccc2cc3c(N)c(C(=O)Nc4c(C)[nH]c(=O)[nH]c4=O)sc3nc2c1,-8
CC(C)(C)OC(=O)C[C@@H]1C/C=C\C[C@@H](CC(=O)NCCO)C(=O)N[C@H](C(C)(C)C)COC1=O,1
O=C1NC(=S)S/C1=C\c1cc2ccccc2nc1N1CCCCC1,4

# Next records follow.
structure,HTRA1 inh,LEDGF integ inh,TCR-CD3 inh,Rev-erbA mod,ABHD4 inh,MBD2 inh,UHRF1 binding,PRMT1 inh,PG9 Ab binder,rCAG RNA binder
O=C(COc1cccc(C(F)(F)F)c1)NCC(c1ccco1)N1CCCC1 (stereo unspecified),5,-3,-2,3,8,4,0,5,-0.9,6
COc1ccc(Cc2nc3ccc(C(=O)NCc4ncc(C)[nH]4)cc3o2)cc1OC,-1,0,2,6,6,0,-2,-6,-0.8,0
CC(=O)Nc1ccc(CN(C)c2c(C)nc3ccc(C(=O)N4CCN(C(=O)c5ccco5)CC4)cn23)cc1,·,-2,5,-5,-2,-5,-2,-2,-1.0,0
COc1cc(C(=O)Nc2cc(C(F)(F)F)ccc2Cl)cc(OC)c1OC,-4,-2,-1,-2,-7,-3,-4,1,-0.6,-1
CCN(CC)CCNC(=O)CCn1nc(-c2ccc(Cl)cc2)ccc1=O,3,1,4,4,-1,-1,-7,-1,-0.6,2
CC1CCCC(C)N1c1ccc(S(=O)(=O)N2CCOCC2)cc1Cl (stereo unspecified),-11,0,0,8,-9,5,1,2,-1.5,-3
COc1ccc(S(=O)(=O)n2c([N+](=O)[O-])cnc2C)cc1OC,2,0,12,1,-1,-9,-2,-3,0.7,2
COc1ccc(-c2nnc(SCC(=O)c3ccc(O)cc3O)o2)cc1,2,0,4,5,-3,-4,-1,0,-0.6,7
O=c1cc(O)c(-c2cccc(C(F)(F)F)c2)c(Cl)[nH]1,1,-2,7,0,-1,1,7,-1,-1.4,3
c1cc(CNCCNCc2ccncc2)ccn1,7,-7,-2,-2,4,-1,0,-1,0.4,4
Cc1ccc(S(=O)(=O)N2CCOCC2)cc1NC(=O)COC(=O)Cn1c(C)csc1=O,11,-5,-2,-3,1,0,1,5,-0.5,0
O=C(CCc1ccccc1)OCCN1CCOCC1,11,-1,0,-5,-16,10,5,5,1.6,5
COC(=O)CNC(=O)c1cc(OC)cc(OC)c1,7,-3,12,3,4,0,-1,2,1.2,1
CC(=O)N1CCN(c2nc(C)nc3sc4c(c23)CCC(C)C4)CC1 (stereo unspecified),4,0,2,0,3,6,1,2,0.5,-9
COc1cc(NC(=O)CN2C(=O)C(=O)N(CC(C)C)C2=O)cc(OC)c1,0,-7,-7,0,8,0,2,2,0.4,2
Cc1cc(S(=O)(=O)N2CCOCC2)ccc1OCC(=O)NCCN1CCOCC1,4,-3,-2,-3,-1,0,0,1,-0.3,-2
COc1ccc(C2C(C(=O)Nc3c(C)cccc3C)CCC(=O)N2c2ccc(OC)cc2)cc1 (stereo unspecified),·,-3,·,-2,0,1,2,5,·,8
CC1(C)Cc2c(sc3nnn(CC(=O)Nc4ccccc4)c(=O)c23)CO1,2,-2,-5,8,1,-1,6,1,-0.5,2
Cc1sc2nc(SCC(=O)c3cccs3)n(Cc3ccco3)c(=O)c2c1C,-7,4,4,2,-2,-5,-4,0,-0.9,10
Cc1c(C)c2ccc(OC(C)C(=O)NCCc3c[nH]c4ccccc34)cc2oc1=O (stereo unspecified),-5,1,-4,-4,-1,-1,0,0,1.7,-3

# The listing continues:
structure,HTRA1 inh,LEDGF integ inh,TCR-CD3 inh,Rev-erbA mod,ABHD4 inh,MBD2 inh,UHRF1 binding,PRMT1 inh,PG9 Ab binder,rCAG RNA binder
CC(C)(C)NC(=O)C(c1ccc(Cl)cc1)N(Cc1ccco1)C(=O)CCl (stereo unspecified),-4,3,4,2,1,-2,-2,-4,-1.9,-6
Cc1cc(S(=O)(=O)NCc2ccncc2)c(C)cc1Br,12,-1,2,-1,0,-5,-3,4,-1.4,-2
COc1cc(NC(=O)CN2c3ccccc3CC2C)cc(OC)c1OC (stereo unspecified),-6,-1,-7,-1,4,4,0,2,1.2,0
C[C@@H]1CN([C@H](C)CO)C(=O)CCCn2cc(nn2)CO[C@H]1CN(C)C(=O)Nc1ccc(C(F)(F)F)cc1,7,-3,3,-4,5,-5,1,-2,0.2,1
COC(=O)[C@@]12CCCCC3=C1N(CCC3)C(=O)[C@H]2CC(=O)N1CCC(c2ccccc2)CC1,·,1,·,15,-3,2,1,3,·,4
COc1ccc(NC(=O)C/C(C)=N/NC(=O)c2ccncc2)c([N+](=O)[O-])c1,6,-2,-10,11,-5,-1,-7,1,1.6,13
Cc1cccc(NC(=O)Nc2nnc(-c3ccccc3)o2)c1,4,-2,4,2,5,4,1,-1,-0.8,0
O=C(c1ccc(S(=O)(=O)N2CCCC2)cc1)N1CCCC(C(F)(F)F)C1 (stereo unspecified),-1,7,-5,-3,-11,-2,2,-3,-0.3,2
CC(=O)Oc1ccc(/C(C)=N\N2CCN(Cc3ccc(Cl)cc3)CC2)cc1,-7,-1,-8,-1,0,2,-1,3,0.2,-4
Cc1cc(/C=C(\C#N)C(=O)NCc2cccs2)c(C)[nH]1,-15,2,1,0,-3,-2,-1,2,1.8,-2
C/C(=N\N=C1\NC(=O)C(CC(=O)NCc2ccccc2)S1)C(C)C (stereo unspecified),3,2,3,-1,-5,0,0,0,-0.4,4
CCC(=O)N1Cc2cc(C(=O)NCC(F)(F)F)nc(-c3cccc(-c4cncnc4)c3)c2[C@@H]1CCO,·,0,3,3,-3,3,-2,-2,-1.0,0
O=C1CCC(NC(=O)c2ccccc2)C(=O)N1 (stereo unspecified),7,2,9,3,0,-6,1,0,-1.4,-2
NC(=S)N/N=C/c1ccc(C(F)(F)F)cc1,0,-1,5,5,0,1,-2,0,-1.2,0
O=C1NC(=O)C2(CCCCCCC2)N1,4,0,-2,1,3,6,-2,-3,-2.0,-1
COc1ccc(S[C@]2(C(=O)N3CCN(c4ncccn4)CC3)CC(=O)N(C(=O)Nc3ccc(C)c(Cl)c3)[C@@H]2c2ccc(OC)cc2)cc1,·,-1,·,0,-3,-5,-1,0,·,13
Cc1cccc(CNC(=O)CC2C(=O)NCCN2C2CCCC2)c1 (stereo unspecified),-2,2,3,-4,2,6,-1,-3,-2.1,-1
COc1cccc(Nc2nc(N)nc(C(F)(F)F)n2)c1,-9,6,-9,5,-13,6,7,6,2.1,-2
CC(C)(C)OC(=O)Nc1ncnc2c1ncn2C1OC(CO)C2OC(C)(C)OC21 (stereo unspecified),9,-2,7,-2,0,2,3,2,-0.7,-7
COc1ccc(C(=O)N=C2SC3CS(=O)(=O)CC3N2Cc2ccccc2)cc1OC (stereo unspecified),0,-1,-2,2,-9,7,2,0,7.2,3

# Following part.
structure,HTRA1 inh,LEDGF integ inh,TCR-CD3 inh,Rev-erbA mod,ABHD4 inh,MBD2 inh,UHRF1 binding,PRMT1 inh,PG9 Ab binder,rCAG RNA binder
CCOC(CNC(=O)CCc1c(C)nc2nc(C)nn2c1C)OCC,3,-2,9,1,4,-1,-1,-3,-0.4,-3
O=C1CCN(S(=O)(=O)c2ccccc2)CCN1CCOCc1ccc(C(F)(F)F)cc1,-4,1,0,2,0,1,0,-2,-0.8,-8
COc1ccc(Oc2nccc(-c3ccccc3)c2C#N)cc1,-15,0,2,2,-2,-2,4,-2,-1.5,0
CCN(C(=O)C1CCCN(c2nc(-c3ccc(OC)cc3)no2)C1)c1ccc(OC)cc1 (stereo unspecified),-19,-4,-1,1,-9,-1,2,7,-2.8,-1
Cc1cc(Nc2ccccc2)nc(NCc2ccccc2)n1,-11,-3,-4,2,21,3,0,0,-0.4,4

# An excerpt; rates above refer to the full screens.
